# Assay outcomes from PubChem.
# Vif-A3F inh: qHTS for Inhibitors of Vif-A3F Interactions: qHTS | actives 0.2% (n = 390,000) | HeLa A3F-eYFP + Vif (tagged APOBEC3F with the HIV-1 protein that degrades it), YFP fluorescence increase | Potency, µM (top dose mostly 46.1 µM), for the others: top-dose activity, negative = active | AID 602313, 2012; further: % of control where 0% means no effect; nearly all actives have a fitted effect of over 65% in size
#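 HeLa cells stably expressing Vif plus C-terminally eYFP-tagged A3F were seeded, incubated overnight at 37 deg C, dosed with compound, incubated overnight again at 37 deg C. Yellow fluorescence (Ex 488/Em 500-530) reported blocked Vif-mediated A3F-eYFP degradation.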
# IDH1 R132H inh: qHTS for Inhibitors of mutant isocitrate dehydrogenase 1 (IDH1): qHTS | Potency, µM (doses to about 76.6 µM), for inactives: top-dose activity change, negative = inhibition, usual class: inhibitors | IDH1-R132H enzyme, NADPH consumption, diaphorase/resazurin fluorescence | actives 0.093% (n = 390,000) | Isocitrate dehydrogenase [NADP] cytoplasmic (Homo sapiens), O75874; further: on the % scale 0 is the no-effect control and ±100 the full control effect; nearly all actives have a fitted effect of over 65% in size
# Target sequence (O75874 whole entry R132H, stated change not applied): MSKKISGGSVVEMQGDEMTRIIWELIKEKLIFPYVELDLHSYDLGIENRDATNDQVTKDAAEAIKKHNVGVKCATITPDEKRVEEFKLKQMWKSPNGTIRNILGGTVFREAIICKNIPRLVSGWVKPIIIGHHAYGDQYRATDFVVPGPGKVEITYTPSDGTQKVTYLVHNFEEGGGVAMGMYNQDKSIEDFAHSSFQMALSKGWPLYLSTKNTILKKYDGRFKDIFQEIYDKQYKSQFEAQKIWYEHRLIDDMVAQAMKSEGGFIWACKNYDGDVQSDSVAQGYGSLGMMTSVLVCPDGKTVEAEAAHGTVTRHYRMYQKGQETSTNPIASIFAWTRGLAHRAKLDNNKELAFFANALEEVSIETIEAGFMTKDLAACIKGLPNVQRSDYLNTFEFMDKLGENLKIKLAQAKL
#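 IDH1-R132H (0.5 ug/mL) preincubated 30 min with compound, then NADPH (0.016 mM) and alpha-KG (2 mM) added; 80 min at RT, pH 7.5. Remaining NADPH coupled via diaphorase/resazurin to fluorescence (540/590 nm); concentration-response curves normalized to no-enzyme control.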
# USP1-UAF1 inh: Inhibitors of USP1/UAF1: Primary Screen; Ubiquitin carboxyl-terminal hydrolase 1 (Homo sapiens), O94782; recombinant USP1/UAF1, Ub-Rhodamine cleavage fluorescence; Potency, µM (highest dose often 57.1 µM), inactives show at the highest dose activity change, negative = inhibition, actives largely listed as inhibitors; actives 0.23% (n = 390,000); further: on the % scale 0 is the no-effect control and ±100 the full control effect; nearly all actives have a fitted effect of over 60% in size; inactives centre near -12
#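 In this screen, compounds sit with the deubiquitinase complex (1nM) for 15 min at room temperature before Ub-Rho is added at 150nM final. Fluorescence rise is then followed for 6 reads every 60 seconds.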
# Vif-APOBEC3G blk: qHTS for Inhibitors of Vif-A3G Interactions: qHTS; Potency, µM (doses to about 46.1 µM), without a hit: at the highest dose activity, negative = active, hits mostly inhibitors; DNA dC->dU-editing enzyme APOBEC-3G (Homo sapiens), Q9HC16; HeLa A3G-eYFP + Vif (tagged APOBEC3G with the HIV-1 protein that degrades it), YFP fluorescence, overnight; AID 602310, 2012; actives 0.076% (n = 410,000);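 further: on the % scale 0 is the no-effect control and ±100 the full control effect; nearly all actives have a fitted effect of over 60% in size; hits raise eYFP signal because A3G escapes Vif-driven loss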
#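 HeLa cells stably expressing Vif and C-terminally eYFP-tagged A3G, seeded overnight at 37 deg C, then exposed to compound by pintool overnight at 37 deg C. Rise in yellow fluorescence (Ex 488/Em 500-530, Acumen) marks blocked Vif-driven A3G degradation.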
# 12-LOX inh: Primary qHTS assay for inhibitors of human arachidonate 12S-lipoxygenase (ALOX12): Round 2. Polyunsaturated fatty acid lipoxygenase ALOX12 (Homo sapiens), P18054. purified 12hLO, xylenol orange hydroperoxide absorbance. Potency, µM (titrated, usually from 108 µM), without a hit: at the highest dose activity change, negative = inhibition, most hits filed as inhibitors. actives 1.1% (n = 580,000). AID 1671190, 2021; further: on the % scale 0 is the no-effect control and ±100 the full control effect
# Target sequence (P18054 whole entry, looked up): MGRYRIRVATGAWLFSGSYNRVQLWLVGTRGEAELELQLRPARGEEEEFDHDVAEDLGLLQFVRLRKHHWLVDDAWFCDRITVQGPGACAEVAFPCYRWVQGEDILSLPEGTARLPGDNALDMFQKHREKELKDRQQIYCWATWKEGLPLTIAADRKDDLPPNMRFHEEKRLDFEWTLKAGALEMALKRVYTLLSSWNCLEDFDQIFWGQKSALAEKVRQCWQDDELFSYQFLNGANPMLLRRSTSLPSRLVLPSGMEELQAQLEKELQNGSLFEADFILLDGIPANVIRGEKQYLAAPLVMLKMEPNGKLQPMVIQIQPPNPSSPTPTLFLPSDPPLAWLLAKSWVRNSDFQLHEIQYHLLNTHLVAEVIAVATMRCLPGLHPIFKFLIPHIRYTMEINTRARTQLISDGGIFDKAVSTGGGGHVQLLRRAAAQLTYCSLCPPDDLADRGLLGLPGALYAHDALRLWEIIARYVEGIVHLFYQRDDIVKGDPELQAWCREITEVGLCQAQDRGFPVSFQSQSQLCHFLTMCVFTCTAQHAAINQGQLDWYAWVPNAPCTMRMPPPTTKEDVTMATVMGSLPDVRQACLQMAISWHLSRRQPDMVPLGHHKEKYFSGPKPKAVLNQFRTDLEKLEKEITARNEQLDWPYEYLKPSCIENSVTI
#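 Purified human 12hLO at 150 nM in 25 mM Hepes, 0.01% Triton X-100, pH 7.0, preincubated 15 min at room temperature with compound. Reaction started with 40 uM arachidonic acid, 30 min at room temperature. Hydroperoxide measured by Fe-xylenol orange, 573/405 nm absorbance ratio.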
# RXFP1 ag: qHTS Assay for Agonists of the Relaxin Receptor RXFP1; Relaxin receptor 1 (Homo sapiens), Q9HBX9; HEK293T-RXFP1 cAMP TR-FRET, 30 min; response scale: percent of porcine relaxin response, buffer zero; Potency, µM (series often up to 57.5 µM), for the others: at the top dose activation, actives largely listed as activators; actives 0.3% (n = 370,000); further: on the % scale 0 is the no-effect control and ±100 the full control effect; nearly all actives have a fitted effect of over 60% in size; many of its hits are not listed in these tables
#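 HEK293 cells stably expressing RXFP1, treated 30 min at 37C with compounds plus PDE4 inhibitor Ro 20174; cAMP measured by HTRF TR-FRET. Normalized to buffer and 29 nM porcine relaxin; EC50 by Hill fit.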
# rTrxR1 inhibitor: qHTS Assay for Inhibitors of Mammalian Selenoprotein Thioredoxin Reductase 1 (TrxR1): qHTS. actives 1% (n = 390,000). Potency, µM (doses to about 114 µM), without a hit: top-dose activity change, negative = inhibition, most hits filed as inhibitors. AID 588453, 2011. recombinant rTrxR1, NADPH fluorescence consumption, selenite substrate; further: on the % scale 0 is the no-effect control and ±100 the full control effect; nearly all actives have a fitted effect of over 65% in size
#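 Rat TrxR1 (90 nM in the dispensed reagent) was pre-reduced with 400 uM NADPH for 5 min at room temperature, then incubated with compound for 15 min. After 400 uM selenite was added, NADPH fluorescence (Ex 340/Em 450 nm) was followed for 8 min.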
# RGS4 inhibitor: Inhibitors of Regulator of G Protein Signaling (RGS) 4: qHTS; Regulator of G-protein signaling 4 (Homo sapiens), P49798; Transcreener GDP fluorescence polarization, RGS4-accelerated GTP hydrolysis; Potency, µM (titrated, usually from 114 µM), without a hit: top-dose activity change, negative = inhibition, usual class: inhibitors; actives 0.039% (n = 390,000); further: on the % scale 0 is the no-effect control and ±100 the full control effect; nearly all actives have a fitted effect of over 75% in size; some results filed as inactive show a strong effect at the top dose
#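 MLSMR compounds (23 nl, pin-transferred) preincubated 10 min at room temperature with a 500nM (2x) first reagent, then RGS4 at 900nM (2x) plus Transcreener GDP mix added; fluorescence polarization (620/688 nm) read before and after 90 min at 30 °C.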
# TrxR1 substrate: qHTS Assay for Substrates of Mammalian Selenoprotein Thioredoxin Reductase 1 (TrxR1): qHTS; Thioredoxin reductase 1, cytoplasmic (Rattus norvegicus), O89049; purified TrxR1 substrate turnover, NADPH consumption readout; Potency, µM (series often up to 114 µM), without a hit: at the top dose activity change, negative = substrate turnover; actives 0.01% (n = 390,000); AID 588456, 2011; further: on the % scale 0 is the no-effect control and ±100 the full control effect; nearly all actives have a fitted effect of over 50% in size
#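 Rat TrxR1, dispensed at 90 nM, was prereduced with 400 uM NADPH (final) for 5 min at ~22 deg C, then incubated with compound 15 min before 400 uM selenite. A first-read NADPH fluorescence drop versus no-compound background flagged substrates.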
# Starred values were filed as active, the others as inactive; ? = inconclusive; / = no result given; & = joins results of further samples; [ ] = remark or other dose. The call rests on the fitted dose curve; in most records, active means well fitted curve in the direction sought with a large enough effect; inconclusive means small, poorly fitted or top-dose-only effect, or another doubt; inactive means no such curve, though single readings can be large; an effect the other way counts as inactive or inconclusive. Potency means the concentration at half of the fitted maximal effect. Only part of the results is shown (hit frequency here may not be typical).
SMILES,Vif-A3F inh,IDH1 R132H inh,USP1-UAF1 inh,Vif-APOBEC3G blk,12-LOX inh,RXFP1 ag,rTrxR1 inhibitor,RGS4 inhibitor,TrxR1 substrate
O=C(OCC(=O)N1CCCC1)c1cc(Cl)ccc1Cl,-5%,3%,-8%,0%,-6%,-0.2%,13%,24%,4%
CCn1cc(S(=O)(=O)c2ccccc2)c(=O)c2cc(F)c(N3CCCC3)cc21,4%,-2%,-8%,2%,-5%,9.1%,12%,-30%,45%[activator]
O=C(NCc1ccc(F)cc1)C(c1ccccc1)N(C(=O)c1csnn1)C1CC1 (stereo not given),3%,2%,-3%,1%,-9%,0.9%,-5%,11%,-7%
Clc1ccc(-c2nc3n(n2)Cc2ccccc2-3)cc1,-3%,9%,-14%,0%,1%,0.8%,14%[57.1 µM],-20%,12%[57.1 µM]
O=C(C#Cc1ccccc1)c1ccc([N+](=O)[O-])cc1,9%,4%,-21%,-4%,0%,-0.6%,?,?,16%[57.1 µM]
CC1CC(C)CN(C(=O)C(C)N2CCN(S(=O)(=O)c3ccccc3F)CC2)C1 (stereo not given),8%,4%,-10%,0%,0%,/,-7%[2.29 µM],4%,-4%[2.29 µM]
O=C(O)CCc1nn2c3ccccc3n(CCN3CCCCC3)c2nc1=O,-3%,-4%,3%,0%,-15%,3.0%,-3%,1%,67%[activator]
CC(C)Oc1ccc(S(=O)(=O)N2CCOCC2)cc1NC(=O)CC1CCCC1,-7%,-19%,2%,-1%,23%,0.0%,14%,9%,-6%
Cc1cc(O)ccc1N/C=C1\CCCC1=O,-11%,8%,-15%,-7%,?,-2.9%,?,-27%,-10%
Cc1nn(C)c(C)c1/C=C(\C#N)C(N)=O,-1%,-8%,-2%,-4%,-11%,0.4%,-14%,20%,-20%
COc1cccc(-n2cc(C(=O)OCc3ccc(Cl)cc3)c3ccccc3c2=O)c1,7%,12%,?,-2%,-13%,0.2%,1%[57.1 µM],-10%,-4%[57.1 µM]
Cc1ccc(Nc2sc(C(=O)c3ccccc3)c(N)c2C(=O)NC(C)C)cc1,0%,?,-15%,-5%,?,1.6%,22%[57.1 µM],-49%,10%[57.1 µM]
C#CCOC(=O)c1csc2nnsc12,-5%,-2%,-20%,0%,-4%,0.1%,-6%,-15%,-4%
CCOC(=O)c1cc(C(=O)n2cc(Cl)cn2)nn1C,0%,3%,-8%,0%,-14%,0.0%,?,4%,-10%
CCc1ccc(NS(=O)(=O)c2cc3c4c(c2)CCN4C(=O)CC3)cc1,?,2%,-17%,-2%,-30%,0.2%,-8%,9%,-12%
CCCNC(=O)CCn1nc(-c2ccc(C)cc2)c2ccccc2c1=O,-9%&6%,0%&-6%,?,-6%&-2%,-5%&-5%,5.5%&-0.4%,16%,-19%&10%,4%
CC(=O)/C(=C/c1ccccc1)C(=O)Nc1ccccc1C,-1%,5%,-7%,?,6%,-0.1%,25µM*,-35%,-1%
Clc1ccc2nc(CSc3nnc4ccccn34)cn2c1,6%,-1%,-6%,-1%,66%,5.0%,-4%[57.1 µM],-8%,5%[57.1 µM]
O=C(Nc1ccccc1)c1n[nH]c(Cn2cncn2)n1,-1%,-3%,-19%,0%,?,2.9%,19%,6%,10%
COC(=O)C1=C(C)N(CCCC(=O)O)C(=O)NC1c1cc2c(cc1[N+](=O)[O-])OCO2 (stereo not given),3%,-8%,6%,-1%,-19%,0.4%,18%[57.1 µM],-13%,13%[57.1 µM]
Cc1cccc(/C=C2/Sc3ccc(C(=O)NCCN4CCCC4)cc3NC2=O)c1,-6%,-6%,-30%,?,?,-1.4%,19%,-22%,1%
COc1cccc(NC(=O)Cn2c(=O)n(-c3ccccc3)c(=O)c3c2c2cc(OC)ccc2n3C)c1,3%,-1%,-1%,4%,-23%,0.8%,2%,10%,1%
Cc1c(OCC(=O)N(C)C)ccc2c(-c3ccccc3)cc(=O)oc12,10%,-3%,-22%,-5%,-4%,0.2%,19%,-24%[56.9 µM],5%
Cc1nn(C)c(NC(=O)c2ccc([N+](=O)[O-])cc2)c1Cl,15%,2%,0%,-6%,-11%,-0.5%,-5%[57.1 µM],22%,-5%
Cc1ccnc2nc(C(=O)OCC(=O)NC3CCCC(C)C3C)nn12 (stereo not given),-4%,8%,-1%,-7%,-7%,9.7%,14%,?,7%

# Three entries out of the list, arranged by SMILES length, low to high:
SMILES,Vif-A3F inh,IDH1 R132H inh,USP1-UAF1 inh,Vif-APOBEC3G blk,12-LOX inh,RXFP1 ag,rTrxR1 inhibitor,RGS4 inhibitor,TrxR1 substrate
Clc1ccc2nc(CSc3nnc4ccccn34)cn2c1,6%,-1%,-6%,-1%,66%,5.0%,-4%[57.1 µM],-8%,5%[57.1 µM]
CCc1ccc(NS(=O)(=O)c2cc3c4c(c2)CCN4C(=O)CC3)cc1,?,2%,-17%,-2%,-30%,0.2%,-8%,9%,-12%
CC1CC(C)CN(C(=O)C(C)N2CCN(S(=O)(=O)c3ccccc3F)CC2)C1 (stereo not given),8%,4%,-10%,0%,0%,/,-7%[2.29 µM],4%,-4%[2.29 µM]

# Further results
SMILES,Vif-A3F inh,IDH1 R132H inh,USP1-UAF1 inh,Vif-APOBEC3G blk,12-LOX inh,RXFP1 ag,rTrxR1 inhibitor,RGS4 inhibitor,TrxR1 substrate
COc1cccc(NC(=O)CSc2nccn2C2CCCC2)c1,1%,-22%,?,2%,-26%,0.1%,3%[57.1 µM],11%,-8%[57.1 µM]
Cc1nc2ccc(S(=O)(=O)N(C)CC(=O)NC(C)c3ccccc3)cc2s1 (stereo not given),-2%,0%,-19%,8%,0%,-1.4%,-26%,-16%[11.4 µM],-10%
O=C(CN(Cc1ccccc1)C(=O)c1cccc([N+](=O)[O-])c1)Nc1c(Cl)cc(Cl)cc1Cl,-11%,6%,-6%,-19%,5%,2.9%,-13%,5%,-6%
CCOC(=O)c1cc2occc2n1CC(=O)Nc1ccc(OC)cc1OC,13%,13%,-11%,0%,-27%,1.5%,-6%,-19%,9%[57.1 µM]
CCC1(C)CC(c2nc(-c3ccc(OC)cc3)cs2)CCS1 (stereo not given),0%,8%,-22%,1%,?,2.5%,?,-42%,-6%
O=C1OCCC1Sc1nc(-c2ccccc2)cs1 (stereo not given),3%,2%,5%,1%,0%,0.2%,-7%,55%[activator],9%[57.1 µM]
Cc1ccc(S(=O)(=O)N2CCN(S(=O)(=O)N3CCOCC3)CC2)c(C)c1,-3%,8%,?,-1%,-2%,-0.4%,27%,26%,11%
Cc1c(C(=O)N2CCCC2)nnn1-c1nonc1N,1%,5%,-18%,0%,0%,-0.3%,-6%,-14%,-4%
CCOC(=O)C(C)c1c(C)[nH]c(=S)[nH]c1=O (stereo not given),-4%,5%,3%,1%,-9%,1.4%,-22%,20%,-11%
CCn1c(O)c(/C=N/n2cnnc2)sc1=S,-6%,-1%,0%,-2%,?,0.6%,?,-5%,-18%
O=C(Nc1ccc(Br)cc1F)c1ccc2nsnc2c1,1%,0%,-2%,2%,-3%,-4.1%,10%[57.1 µM],-48%[56.9 µM],8%[57.1 µM]
CCN(CC)C(=O)c1ccc(S(=O)(=O)c2ccccc2)cc1,-15%,3%,-8%,0%,-7%,-1.5%,13%,-35%,5%
CC1CN(C(NC(=O)c2ccccc2)C(Cl)(Cl)Cl)CC(C)O1 (stereo not given),-9%,8%,-3%,0%,?,0.8%,-25%[57.1 µM],-7%,4%
COCCN(CCOC)S(=O)(=O)c1ccc(OC)cc1,1%,4%,-7%,1%,145%[activator],-1.2%,16%[57.1 µM],-5%,-9%
CCN1CCN(CC(O)COc2ccc3c(c2)CCC3)CC1 (stereo not given),-2%,6%,-15%,-1%,2%,-0.2%,-15%,-30%,-6%
Cc1ncc([N+](=O)[O-])n1Cc1ccccc1F,-21%,0%,-26%,-2%,-9%,0.5%,31%,-7%,5%
COc1cccc(-c2nc3c(c(C)nn3-c3ccccc3)c3cc(OC)c(OC)cc23)c1,-6%,?,-27%,-2%,-24%,25%,10%,11%,31%[activator]
c1ccc(OCc2nn3c(-c4cccnc4)nnc3s2)cc1,1%,0%,-15%,1%,-1%,7.0%,3%,15%,3%
CCN(CC)c1ccc(NC(=O)CCc2nnc3ccc(N4CCCC4)nn23)c(C)c1,-3%,10%,-24%,4%,192%[activator],1.1%,3%,-1%,-1%
Cc1ccc(CS(=O)Cc2ccc(C(=O)N3CCN(c4ccccc4)CC3)o2)cc1 (stereo not given),-3%,-2%,-14%,-1%,22%,0.2%,-1%,0%,-2%
